E-sel inducer: induces E-selectin expression in human endothelial cells; P16581; HUVEC E-selectin immunofluorescence imaging; normalized: neutral wells 0, TNF-alpha wells 100; activation, % at 7.58 µM; actives 0.37% (n = 260,000); AID 686992;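 active = mean E-selectin-positive cell signal at least 10% of the positive control, reached in at least 60% of replicates, without over 20% cell loss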;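 also: in these data hits start at about 27%; measured in HUVEC primary endothelial cells; signal is the percent of cells scored E-selectin positive by PE staining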
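material = human umbilical vein endothelial cells (HUVEC), E-selectin induction | quantity = 3,000 cells/well | medium = EGM-2 growth medium on 0.1% gelatin-coated wells | technique = immunofluorescence imaging | read-out basis = % PE-positive cells | control set = TNF-alpha positive control, DMSO neutral control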
ERAP1 inh: ERAP1 (human) enzyme inhibition; AID 652197; actives 0.15% (n = 340,000); inhibition, % at 10.7 µM; recombinant ERAP1, Leu-AMC fluorescence, 60 min;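 active = mean replicate inhibition of at least 30%, or all replicates individually reaching that 30% level; inactive = mean below 30% and not every replicate reaching it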;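 also: 0% = neutral control wells and 100% = L-leucinethiol positive control wells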
S100A4 MyoIIA: blocks human S100A4 binding to myosin IIA peptide. inhibition, % at 10.7 µM. S100A4/TAMRA-MyoIIA peptide fluorescence polarization. P26447. AID 652163. actives 0.14% (n = 360,000);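 active = mean inhibition of at least 70% across replicates, with every replicate also reaching that level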
Target sequence (P26447 whole entry, looked up): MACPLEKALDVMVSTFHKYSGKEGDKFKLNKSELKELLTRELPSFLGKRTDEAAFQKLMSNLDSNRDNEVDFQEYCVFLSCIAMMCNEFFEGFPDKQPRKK
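assay system = human S100A4 monomer with TAMRA-labelled myosin IIA peptide | also added = labelled myosin peptide probe, 5 nM | incubation = 5 min between mix addition and reading | control set = DMSO and TFP controls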
RAD52 inh: RAD52 (human) annealing inhibition | inhibition, % at 18.7 µM | recombinant RAD52 DNA annealing, FRET fluorescence | P43351 | actives 0.46% (n = 360,000);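 active = every replicate showing at least 50% inhibition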
RAD54 inh: inhibitors of human RAD54 branch migration; inhibition, % at 10.4 µM; AID 602329; Q92698; actives 0.14% (n = 360,000); RAD54 Holliday junction branch migration, FAM/BHQ fluorescence;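 active = mean normalized replicate activity at least 40 and at least half of replicates scoring 40 or more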;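 also: 0% = median of neutral control wells and 100% = median of positive control wells; inhibitors cause a drop in the FAM fluorescence signal; in these data hits start at about 50%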
Target sequence (Q92698 whole entry, looked up): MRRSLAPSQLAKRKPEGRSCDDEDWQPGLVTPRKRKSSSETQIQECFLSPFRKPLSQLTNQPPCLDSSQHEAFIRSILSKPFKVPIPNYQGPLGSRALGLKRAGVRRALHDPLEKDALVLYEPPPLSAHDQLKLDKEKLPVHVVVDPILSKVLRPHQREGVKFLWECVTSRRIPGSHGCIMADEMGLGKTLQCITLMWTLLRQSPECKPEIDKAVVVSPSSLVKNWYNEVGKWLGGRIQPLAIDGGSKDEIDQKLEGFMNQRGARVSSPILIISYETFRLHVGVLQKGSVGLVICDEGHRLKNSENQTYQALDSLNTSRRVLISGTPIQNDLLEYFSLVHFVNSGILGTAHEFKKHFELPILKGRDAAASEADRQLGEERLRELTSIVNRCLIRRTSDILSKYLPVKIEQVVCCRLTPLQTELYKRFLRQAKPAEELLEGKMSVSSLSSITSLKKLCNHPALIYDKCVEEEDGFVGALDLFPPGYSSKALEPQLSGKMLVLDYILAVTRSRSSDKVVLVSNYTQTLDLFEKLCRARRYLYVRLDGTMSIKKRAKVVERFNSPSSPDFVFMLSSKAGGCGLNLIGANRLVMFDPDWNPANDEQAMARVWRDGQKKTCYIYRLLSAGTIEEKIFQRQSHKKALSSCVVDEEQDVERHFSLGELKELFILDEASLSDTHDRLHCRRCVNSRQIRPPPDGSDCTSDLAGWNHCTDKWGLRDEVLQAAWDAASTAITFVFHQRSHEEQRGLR
ERp5 inh: ERp5 (human) disulfide isomerase inhibition | Q15084 | ERp5 insulin aggregation, absorbance 650 nm, 90 min | inhibition, % at 9.99 µM | actives 0.05% (n = 350,000);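 active = mean replicate inhibition above about 25%, with every replicate also reaching it, limit read from the data, passing the limit was not always enough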
esBAF inh: SWI/SNF esBAF complex inhibition. mouse ES cells, Bmi1-luciferase knock-in reporter, 24 h; 100% = twice the neutral-well signal. reporter increase, % at 12.5 µM. actives 2% (n = 350,000); in the data active = activation above about 40%;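 also: 0% = median of the plate's neutral control wells and 100% = double that signal; a rise in the Bmi1 reporter signal indicates esBAF inhibition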
XiGFP reactiv: reactivates the inactive X chromosome in mouse fibroblasts. XiGFP mouse fibroblasts, % GFP-positive cells imaging, 3 d; cells co-treated with 5-aza-dC sensitizer; scaled so ellipticine positive control = 100%. activation, % at 7.58 µM. actives 0.055% (n = 360,000);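 active = mean normalized replicate activation at least 10% and every replicate at or above 10%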;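 also: 0% = median of on-plate neutral control wells and 100% = ellipticine 6 µM median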
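Material: XiGFP fibroblasts, SV40-immortalized; Buffer or medium: DMEM containing 5-aza-dC; Compound dosing: single point; Times: 3 days compound exposure.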
Active calls of the source: *; · = not tested or not shown; & = joins results of further samples.

SMILES | E-sel inducer | ERAP1 inh | S100A4 MyoIIA | RAD52 inh | RAD54 inh | ERp5 inh | esBAF inh | XiGFP reactiv
CC(OC(=O)C1=COCCO1)C(=O)Nc1ncc(Cl)cc1Cl (configuration not stated) | -0.1 | 2.0 | -9.1 | -2.4 | -4.2 | 3.0 | -8.0 | 0.0
CCOc1ccc(C(=O)CCNC(Cc2cnc[nH]2)C(=O)O)cc1 (configuration not stated) | · | 5.0 | -12.0 | -23.5 | 5.7 | 1.2 | 1.2 | ·
CCO[C@H]1OC(C(=O)N2CCCCCCC2)=C[C@@H](c2ccc(C(F)(F)F)cc2)[C@@H]1CCCO | -0.1 | 2.7&0.0 | 3.7&-100.7 | -2.3&0.6 | 5.2 | 1.7&-3.0 | -0.8 | -0.1
Cc1ccc(CNC(=O)CN(c2ccc(C)cc2)S(=O)(=O)c2c(C)nn(C)c2C)cc1 | · | 2.2 | -5.2 | -4.6 | -3.6 | 3.5 | -1.8 | 0.0
Cc1sc(NC(=O)C2=COCCO2)nc1-c1ccc(F)cc1 | 0.5 | -1.5 | -0.1 | -14.7 | -3.4 | 1.3 | · | -0.1
COC(=O)c1c(NC(=S)NN2CCOCC2)sc2c1CCCC2 | 18.6 | 1.6 | -6.4 | -11.4 | 2.7 | 1.2 | -4.4 | 0.0
CCOC(=O)N1CCN(C(=O)C[C@@H]2C[C@@]3(C(=O)OCC)CCC=C3N(CCC3=CCCCC3)C2=O)CC1 | -0.2 | · | -0.3 | -26.0 | · | 5.2 | · | -0.1
COc1ccc(NC(=O)c2ccccc2NC(=O)CN2CCCCCC2)cc1 | · | -0.3 | 1.2 | -2.1 | -8.8 | -17.4 | 10.9 | 0.3
O=C(CNC(=O)c1ccc(Oc2ccccc2)cc1)OCc1ccc(Br)cc1 | 0.4 | 0.6 | -3.0 | -11.4 | · | -3.0 | · | 0.0
O=C(C[C@H]1C[C@H]2c3cc(NS(=O)(=O)c4ccccc4)ccc3O[C@H]2[C@@H](CO)O1)NCC(F)(F)F | 0.3 | -0.9 | 0.5 | 0.9 | -3.0 | 1.7 | 1.8 | 0.0
COCC#Cc1ccc([C@@H]2[C@H]3CN(S(=O)(=O)c4ccc(OC)cc4)CCCCN3[C@H]2CO)cc1 | -0.6 | 0.3 | 7.8 | -79.3 | -1.0 | 2.9 | -0.5 | 0.4
CC(=O)N(C)C[C@@H]1Oc2ncc(-c3cncnc3)cc2C(=O)N([C@@H](C)CO)C[C@H]1C | -0.2 | 2.2 | -1.9 | -8.4 | 3.5 | 0.8 | -2.8 | -0.1

Part of the list above, reduced to ERAP1 inh and E-sel inducer:
Compound	ERAP1 inh	E-sel inducer
Cc1ccc(CNC(=O)CN(c2ccc(C)cc2)S(=O)(=O)c2c(C)nn(C)c2C)cc1	2.2	·
Cc1sc(NC(=O)C2=COCCO2)nc1-c1ccc(F)cc1	-1.5	0.5
COC(=O)c1c(NC(=S)NN2CCOCC2)sc2c1CCCC2	1.6	18.6
CCOC(=O)N1CCN(C(=O)C[C@@H]2C[C@@]3(C(=O)OCC)CCC=C3N(CCC3=CCCCC3)C2=O)CC1	·	-0.2
COc1ccc(NC(=O)c2ccccc2NC(=O)CN2CCCCCC2)cc1	-0.3	·
O=C(CNC(=O)c1ccc(Oc2ccccc2)cc1)OCc1ccc(Br)cc1	0.6	0.4

Back to the main list, repeating the 2 entries before the break.
SMILES | E-sel inducer | ERAP1 inh | S100A4 MyoIIA | RAD52 inh | RAD54 inh | ERp5 inh | esBAF inh | XiGFP reactiv
COCC#Cc1ccc([C@@H]2[C@H]3CN(S(=O)(=O)c4ccc(OC)cc4)CCCCN3[C@H]2CO)cc1 | -0.6 | 0.3 | 7.8 | -79.3 | -1.0 | 2.9 | -0.5 | 0.4
CC(=O)N(C)C[C@@H]1Oc2ncc(-c3cncnc3)cc2C(=O)N([C@@H](C)CO)C[C@H]1C | -0.2 | 2.2 | -1.9 | -8.4 | 3.5 | 0.8 | -2.8 | -0.1
O=C(CCC1CCN(C(=O)Cc2c(F)cccc2F)CC1)NC1CC1 | 0.1 | -2.5 | -3.8 | -15.3 | 8.2 | -7.7 | -11.1 | 0.0
COc1cc(OC)cc(C(=O)N[C@H](C(=O)Nc2ccc(S(=O)(=O)N(C)C)cc2)C(C)C)c1 | · | -3.3 | -2.9 | -10.6 | · | 0.3 | · | 0.0
CC1=CC(c2ccccc2)n2nc(N)nc2N1 (configuration not stated) | 0.0 | · | · | · | 1.7 | · | -4.8 | 0.9
CC(C(=O)O)c1ccc(N2Cc3ccccc3C2=O)cc1 (configuration not stated) | 5.3 | -2.8 | 0.1&10.0 | -13.5 | 2.3 | -11.0 | -41.9 | -0.1
COc1cccc(S(=O)(=O)N[C@@H]2CC[C@H](CCn3cc(-c4ccccc4)nn3)O[C@H]2CO)c1 | 0.1 | 5.7 | -3.9 | 0.7 | -14.0 | 3.2 | 11.2 | -0.3
CC(=O)N1[C@@H](CO)[C@@H](c2ccccc2)[C@@H]1CN(C)C(=O)c1ccccc1F | 0.0 | 1.4 | -1.7 | -2.5 | 2.3 | 4.2 | 3.4 | 0.2
CCOc1ccc(CNC(=S)Nc2ccccc2)cc1Cl | · | 0.6 | -13.7 | -7.0 | -1.9 | -0.8 | 0.4 | 0.1
C=CCNC(=O)C1CC(=O)N(c2ccc(OCC(=O)Nc3ccc(Cl)cc3)cc2)C1 (configuration not stated) | · | -1.1 | -0.5 | 0.3 | -9.0 | 4.6 | 5.0 | 0.1
CN(C(=O)COC(=O)/C=C/c1cn(-c2ccccc2)nc1-c1ccc2c(c1)OCCO2)C1CCS(=O)(=O)C1 (configuration not stated) | 4.8 | 3.7 | -8.8 | -12.9 | · | -3.0 | · | -0.2
Cc1cc(C(=O)N2CCN(c3ncccc3C#N)CC2)no1 | -0.1 | -1.1 | -3.7 | -4.1 | · | 1.2 | 3.3 | 0.0
Cc1cccc(S(=O)(=O)N2CC[C@@H]3[C@H]2c2cc(-c4ccccc4F)ccc2N[C@@H]3CO)c1 | 1.0 | · | · | · | 9.1 | · | -4.4 | 0.2
COc1ccc(/C=C/C2=CC(C)(C)NC(=S)N2)cc1 | · | 5.9 | 0.3 | -21.3 | · | -0.1 | · | 0.2
CCc1ccc(-c2csc(NC(=O)Oc3ccccc3)n2)cc1 | · | -2.0 | 0.6 | -7.5 | · | 3.7 | · | 0.1
COc1ccc(CN(C)C[C@H]2Oc3ccc(NC(=O)Nc4ccc(OC)cc4)cc3CC(=O)N([C@H](C)CO)C[C@H]2C)cc1 | 1.0 | -2.4 | -2.7 | 3.9 | -1.5 | -2.6 | -1.5 | 0.3
CCC(C(=O)Nc1nc(C)c(C(=O)OC)s1)c1ccccc1 (configuration not stated) | -0.1 | 1.4 | -0.2 | -2.6 | 7.9 | 4.6 | -4.6 | 0.0
CCC(=O)N1C[C@H](C)[C@H](OC)CN(C)C(=O)c2cc(NC(=O)c3ccc(F)cc3)ccc2OC[C@@H]1C | 0.3 | 2.6 | 10.9 | 10.1 | -5.0 | -0.1 | -4.0 | 0.1
O=C(C[C@@H]1CC[C@@H]2[C@H](COC[C@H](O)CN2C(=O)c2ccccc2)O1)NCCCN1CCOCC1 | 0.0 | 2.3 | 0.9 | -5.8 | -5.8 | 4.3 | -3.1 | 0.1
C=C1C(C(=O)Nc2cccc(OC)c2)C1C(=O)Nc1cccc(OC)c1 (configuration not stated) | · | 1.1 | 3.0 | 5.7 | 1.9 | -2.7 | · | 0.0
CCCCc1nc2cc(C(=O)N3CCCCC3COC)ccc2o1 (configuration not stated) | -3.4 | -1.9 | -1.3 | -5.1 | -0.8 | 2.5 | 16.2 | 0.2
Cc1cccc(CSc2nc3nc(C)cc(C)n3n2)c1 | 0.2 | -0.3 | -3.0 | 6.1 | · | 3.2 | 17.2 | 0.0
Cc1cc(=O)n(C2CCS(=O)(=O)C2)[nH]1 (configuration not stated) | · | 0.7 | -13.3 | -1.7 | · | -2.6 | · | 0.0
CCCC(=O)Nc1ccc2c(c1)OC[C@H](C)N(CC1CCCC1)C[C@@H](C)[C@H](OC)CN(C)C2=O | -0.1 | -3.0 | -2.2 | -1.0 | -7.5 | 1.3 | 1.5 | 0.5
COc1cccc(C2C(C#N)=C(N)N(N(C)C)C3=C2C(=O)CC(C)(C)C3)c1 (configuration not stated) | 0.1 | 1.4 | 1.7 | -31.2 | · | 1.6 | · | 0.1
COc1ccc(S(=O)(=O)N(C)C[C@H]2Oc3cc(C#CC4CC4)ccc3S(=O)(=O)N([C@H](C)CO)C[C@H]2C)cc1 | 0.1 | 4.6 | 0.6 | 12.3 | -3.3 | 2.1 | -12.0 | 0.6
CCC(=O)N1CC(=O)N2[C@H](C1)[C@@H](c1ccc(C#CC3CCCC3)cc1)[C@@H]2CO | -0.1 | -1.1 | -1.0 | 1.7 | · | 1.1 | · | 0.1
CC1CCCCN1CC(O)COCCC12CC3CC(CC(C3)C1)C2 (configuration not stated) | -0.2 | 10.3 | -3.3 | 1.3 | 2.7 | 1.3 | 11.0 | 0.5
CC12CCC(=O)C=C1CCC1C2C(O)CC2(C)C1CCC2(O)C(=O)CO (configuration not stated) | 0.0 | 2.7 | -5.2 | 7.3 | -0.8 | -0.4 | -2.6 | -0.1
O=C(Cn1cc(Br)ccc1=O)Nc1ccc2c(c1)OCO2 | 0.2 | -0.1 | 15.2 | -2.9 | -21.9 | -8.6 | -2.5 | 0.0
COc1ccccc1C(=O)Nc1ccc2c(c1)C(=O)N(C)C[C@@H](OC)[C@@H](C)CN[C@@H](C)CO2 | -0.1 | -0.7 | -8.9 | -26.3 | 0.6 | -5.2 | 6.4 | 0.0
CC(=O)N1CC=CC1(CC(C)C)C(=O)NCc1cc(F)cc(C(F)(F)F)c1 (configuration not stated) | 0.3 | 0.5 | 0.5 | -19.0 | 3.6 | 4.4 | · | -0.1
Cc1noc(C)c1S(=O)(=O)N(C)C[C@@H]1OCCCC[C@@H](C)Oc2ccc(NS(=O)(=O)c3cccs3)cc2C(=O)N([C@@H](C)CO)C[C@H]1C | -0.2 | 17.4 | 4.9 | 29.4 | -0.8 | 4.5 | 4.2 | -0.1
COc1ccc(NC(=O)CN2CCN(C(=S)NC3CCCC3)CC2)cc1 | 2.2 | 0.0 | 1.3 | -14.8 | · | 3.0 | · | 0.0
CC(C)CC#Cc1ccc2c(c1)O[C@@H](CN(C)C(=O)NC(C)C)[C@@H](C)CN([C@H](C)CO)S2(=O)=O | 0.1 | -0.3 | -12.5 | 1.0 | 1.2 | 10.2 | -0.7 | -1.0
COC(=O)c1ccc2cc(OC)c(OC)cc2c1 | -0.1 | 2.9 | -2.6 | -8.1 | 9.5 | 0.3 | 0.1 | 0.0
c1ccc(-c2nnc3nc(N4CCCCC4)nc(N4CCCCC4)n23)cc1 | 0.4 | -1.7 | 8.6 | -2.5 | · | -5.1 | · | 0.3
CCOC(=O)c1c(NC(=O)c2cccnc2)sc(C)c1C | · | 2.1 | -0.3 | -26.6 | 3.2 | 3.2 | 7.1 | ·
O=C(CCN1CCN(Cc2ccccc2)CC1)NNC(=O)Nc1cccc(Cl)c1 | 0.1 | -12.2 | 0.2 | -11.1 | -5.2 | -1.1 | -3.4 | -0.1
CC(C)(C)C(=O)N1CCN(c2ccc3c(c2)C2CC3CCN2C(=O)OCc2ccccc2)CC1 (configuration not stated) | 4.1 | · | -0.7 | -20.8 | 4.0 | 16.0 | 6.3 | 0.2
N#C/C(=C(/O)c1ccc(Br)s1)c1nc2ccccc2[nH]1 | 1.3 | -1.0 | 1.3 | -46.8 | -3.8 | 5.6 | -4.0 | 2.9
Cc1cc(=O)n(-c2ccc(C(=O)O)cc2)[nH]1 | 1.9 | 5.5 | -10.2 | -22.6 | 0.9 | 7.7 | 1.0 | 0.1
